rTrxR1 inhibitor – blocks rat thioredoxin reductase 1. O89049. recombinant rTrxR1, NADPH fluorescence consumption, selenite substrate. Potency, µM (top dose mostly 114 µM), without a hit: at the top dose activity change, negative = inhibition, usual class: inhibitors. hit rate 1% among 390,000. AID 588453; further: potency means the concentration at half of the fitted maximal effect; on the % scale 0 is the no-effect control and ±100 the full control effect; nearly all actives have a fitted effect of over 65% in size
Target sequence (O89049 whole entry, looked up): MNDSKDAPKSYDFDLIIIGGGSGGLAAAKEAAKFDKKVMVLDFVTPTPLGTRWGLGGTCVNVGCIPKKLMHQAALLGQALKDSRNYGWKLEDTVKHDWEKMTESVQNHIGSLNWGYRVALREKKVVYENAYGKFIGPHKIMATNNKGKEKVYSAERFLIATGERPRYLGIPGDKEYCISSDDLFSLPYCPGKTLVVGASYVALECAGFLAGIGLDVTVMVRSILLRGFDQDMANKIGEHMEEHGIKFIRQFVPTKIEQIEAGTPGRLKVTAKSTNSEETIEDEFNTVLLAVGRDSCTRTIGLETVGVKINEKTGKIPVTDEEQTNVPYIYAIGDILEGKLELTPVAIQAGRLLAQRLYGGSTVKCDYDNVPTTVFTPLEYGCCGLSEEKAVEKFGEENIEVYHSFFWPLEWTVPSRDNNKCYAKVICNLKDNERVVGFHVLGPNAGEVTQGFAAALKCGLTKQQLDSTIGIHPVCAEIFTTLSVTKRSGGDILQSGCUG
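Rat TrxR1 (90 nM in the dispensed reagent) was pre-reduced with 400 uM NADPH for 5 min at room temperature, then incubated with compound for 15 min. After 400 uM selenite was added, NADPH fluorescence (Ex 340/Em 450 nm) was followed for 8 min.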
Vif-A3G inh – Vif-A3G binding inhibition; AID 602310; Potency, µM (top dose mostly 46.1 µM), inactives show top-dose activity, negative = active, hits mostly inhibitors; Q9HC16; HeLa A3G-eYFP + Vif (tagged APOBEC3G with the HIV-1 protein that degrades it), YFP fluorescence, overnight; hit rate 0.076% among 410,000;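 further: potency means the concentration at half of the fitted maximal effect; on the % scale 0 is the no-effect control and ±100 the full control effect; nearly all actives have a fitted effect of over 60% in size; hits raise eYFP signal because A3G escapes Vif-driven loss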
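HeLa cells stably expressing Vif and C-terminally eYFP-tagged A3G, seeded overnight at 37 deg C, then exposed to compound by pintool overnight at 37 deg C. Rise in yellow fluorescence (Ex 488/Em 500-530, Acumen) marks blocked Vif-driven A3G degradation.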
RGS4 inh – blocks human RGS4-accelerated GTP hydrolysis; P49798; Transcreener GDP fluorescence polarization, RGS4-accelerated GTP hydrolysis; Potency, µM (top dose mostly 114 µM), without a hit: at the top dose activity change, negative = inhibition, actives largely listed as inhibitors; hit rate 0.039% among 390,000; AID 504845; further: potency means the concentration at half of the fitted maximal effect; on the % scale 0 is the no-effect control and ±100 the full control effect; nearly all actives have a fitted effect of over 75% in size; some results filed as inactive show a strong effect at the top dose
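MLSMR compounds (23 nl, pin-transferred) preincubated 10 min at room temperature with a 500nM (2x) first reagent, then RGS4 at 900nM (2x) plus Transcreener GDP mix added; fluorescence polarization (620/688 nm) read before and after 90 min at 30 °C.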
Vif-A3F inh – blocks the Vif interaction with APOBEC3F; HeLa A3F-eYFP + Vif (tagged APOBEC3F with the HIV-1 protein that degrades it), YFP fluorescence increase; Potency, µM (highest dose often 46.1 µM), without a hit: at the top dose activity, negative = active; hit rate 0.2% among 390,000; further: potency means the concentration at half of the fitted maximal effect; % of control where 0% means no effect; nearly all actives have a fitted effect of over 65% in size
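HeLa cells stably expressing A3F-eYFP plus Vif, plated and incubated overnight at 37 deg C, then exposed to compounds overnight at 37 deg C. Blocked degradation read as raised yellow fluorescence (Ex 488/Em 500-530).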
mIDH1 inhibitor – inhibitors of human mutant IDH1 R132H; IDH1-R132H enzyme, NADPH consumption, diaphorase/resazurin fluorescence; Potency, µM (highest dose often 76.6 µM), for the others: at the highest dose activity change, negative = inhibition, actives largely listed as inhibitors; O75874; hit rate 0.093% among 390,000; further: potency means the concentration at half of the fitted maximal effect; on the % scale 0 is the no-effect control and ±100 the full control effect; nearly all actives have a fitted effect of over 65% in size
Target sequence (O75874 whole entry R132H, stated change not applied): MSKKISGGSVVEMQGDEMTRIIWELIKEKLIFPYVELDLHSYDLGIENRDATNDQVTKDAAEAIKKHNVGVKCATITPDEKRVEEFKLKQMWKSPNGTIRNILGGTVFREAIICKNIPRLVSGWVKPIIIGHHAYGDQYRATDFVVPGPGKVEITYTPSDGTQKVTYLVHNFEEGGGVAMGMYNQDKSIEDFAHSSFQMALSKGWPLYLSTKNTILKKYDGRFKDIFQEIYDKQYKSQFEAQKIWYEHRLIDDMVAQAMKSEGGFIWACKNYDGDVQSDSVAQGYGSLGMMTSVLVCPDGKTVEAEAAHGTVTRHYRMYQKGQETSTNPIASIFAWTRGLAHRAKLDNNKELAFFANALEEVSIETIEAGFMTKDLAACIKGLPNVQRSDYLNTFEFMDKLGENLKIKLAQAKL
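IDH1-R132H (0.5 ug/mL dispensed) in pH 7.5 Tris buffer was preincubated 30 min with compound, then given a substrate mix of 0.016 mM NADPH and 2 mM alpha-KG for 80 min at room temperature; remaining NADPH was read by diaphorase/resazurin fluorescence.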
USP1-UAF1 inh – USP1/UAF1 (human) deubiquitinase inhibition. recombinant USP1/UAF1, Ub-Rhodamine cleavage fluorescence. Potency, µM (titrated, usually from 57.1 µM), inactives show top-dose activity change, negative = inhibition, hits mostly inhibitors. O94782. hit rate 0.23% among 390,000; further: potency means the concentration at half of the fitted maximal effect; on the % scale 0 is the no-effect control and ±100 the full control effect; nearly all actives have a fitted effect of over 60% in size; inactives centre near -12
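Step one: compound is pinned into 1nM USP1/UAF1 in HEPES pH 7.8 buffer with TCEP. Step two: 15 min room-temperature incubation. Step three: Ub-Rho (150nM final) starts cleavage, tracked by fluorescence over six one-minute reads.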
TrxR1 substrate – substrates of rat thioredoxin reductase 1. purified TrxR1 substrate turnover, NADPH consumption readout. hit rate 0.01% among 390,000. Potency, µM (series often up to 114 µM), without a hit: at the top dose activity change, negative = substrate turnover; further: potency means the concentration at half of the fitted maximal effect; on the % scale 0 is the no-effect control and ±100 the full control effect; nearly all actives have a fitted effect of over 50% in size
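Rat TrxR1, dispensed at 90 nM, was prereduced with 400 uM NADPH (final) for 5 min at ~22 deg C, then incubated with compound 15 min before 400 uM selenite. A first-read NADPH fluorescence drop versus no-compound background flagged substrates.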
Glioma ERSR ind – inducers of ER stress response in human glioma cells; U87-MG GRP78 promoter luciferase reporter, 16 h; Potency, µM, for the others: top-dose activation, hits mostly activators; hit rate 0.02% among 420,000; AID 602332; further: potency means the concentration at half of the fitted maximal effect; series mostly up to about 76 µM; % of control where 0% means no effect; nearly all actives have a fitted effect of over 35% in size
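ERSR induction read as luciferase luminescence (Bright-Glo, 10 min at room temperature) in stably transfected human U87-MG glioma cells exposed to compounds for 16 h, using GRP78 as sensor.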
LDHA inh – LDHA (human) enzyme inhibition; activity change, % (values are at about 110 or 230 µM); AID 1347041; hit rate 0.15% among 480,000; P00338; purified LDHA, NADH/diaphorase-resazurin fluorescence; stronger effect = lower value; in the data active means activity change below about -30%; inconclusive means mostly about -25% to -30%;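 further: plate controls were DMSO wells for no effect and wells without enzyme for full effect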
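Resorufin fluorescence (ex540/em590), read at 0 and 20 min after diaphorase/resazurin addition, reports the NADH left after a 5 min room-temperature reaction of 2 nM human LDH5 with 0.06 mM NADH and 0.2 mM pyruvate.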
An asterisk follows results filed as active; ? = inconclusive; · = no result given; & = joins results of further samples; [ ] = another dose, or the depositor's remark. Unless noted, the call rests on the fitted dose curve; in most records, active means well fitted curve in the direction sought with a large enough effect; inconclusive means small, poorly fitted or top-dose-only effect, or another doubt; inactive means no such curve, though single readings can be large; an effect the other way counts as inactive or inconclusive. An excerpt; rates above refer to the full screens.

| Molecule | RGS4 inh | Glioma ERSR ind | TrxR1 substrate | mIDH1 inhibitor | USP1-UAF1 inh | Vif-A3F inh | Vif-A3G inh | LDHA inh | rTrxR1 inhibitor |
| --- | --- | --- | --- | --- | --- | --- | --- | --- | --- |
| CCOC(=O)N1CCN(S(=O)(=O)c2ccc(C(=O)NNc3nc4c(C)cc(C)cc4s3)cc2)CC1 | -21% | -5% | -3%[57.1 µM] | -9% | -5% | -1% | -9% | -4 | 6%[57.1 µM] |
| CSc1nncc(/C(C)=N\Nc2ccccc2C)n1 | ? | 0% | 0% | 8% | ? | ? | -19% | 1 | -2% |
| COc1cccc(C(=O)NNC2=C(C(=O)C(F)(F)F)CCC2)c1 | -2% | 1% | -5% | 5% | -21% | 4% | 0% | -2 | -11% |
| Cc1ccc(C(=O)Nc2ccc(C(=O)O)cc2)cc1S(=O)(=O)N1CCC(C)CC1 | -6% | -3% | 4% | -9% | -18% | 1% | -4% | -4&-5 | -7% |
| CCCCNc1nc(Oc2ccc(=O)[nH]n2)nc(N(C)C)n1 | 4% | · | -2% | · | -18% | · | · | -16 | 8% |
| C=CCNCCOCCOc1ccc(C)cc1Br | -10% | 0% | 4% | 9% | -8% | 5% | -2% | -15 | -20% |
| O=C(COC(=O)CNS(=O)(=O)/C=C/c1ccccc1)Nc1cccc2ccccc12 | -7% | -5% | 6% | 5% | -4% | -2% | 2% | 0 | 10%[57.1 µM] |
| Cc1ccc(-c2cc(C(F)F)n3ncc(C(=O)N4CCCc5ccccc54)c3n2)cc1 | 9% | -12% | 3% | 0% | -23% | -1% | 5% | -5 | 11%[57.1 µM] |
| CCOc1ccc(OCC)c(S(=O)(=O)N2CCCCC2)c1 | 20% | -3% | -10% | 7% | -1% | ? | 0% | -9 | 8% |
| O=C(NCC(c1cccs1)N1CCOCC1)c1cc(S(=O)(=O)N2CCOCC2)ccc1F (stereo not given) | -3% | -1% | 8% | 1% | -17% | 1% | 1% | -2 | 14% |
| COc1ccc(OC)c(NC(=O)Cn2c(C)nc3ccccc3c2=O)c1 | -3% | -6% | 9%[57.1 µM] | 4% | -12% | -15% | 2% | -5 | 19%[11.4 µM] |
| CC1CCN(CC(=O)Nc2cc(C(F)(F)F)ccc2Cl)CC1 | 1% | 0% | -1% | 9% | -16% | -4% | 1% | -11 | -8% |
| CC1CCCN(C(=O)CN(C)S(=O)(=O)c2cccc3nsnc23)C1 (stereo not given) | 4% | 2% | -3% | 0% | -19% | -4% | 0% | -3 | 15% |
| CC(NC(=O)c1ccc(Br)s1)C1CCCO1 (stereo not given) | -14% | -2% | 2% | 3% | -16% | -7% | 4% | -2 | 4% |
| Cc1ccc(/C=C/c2onc(C)c2S(=O)(=O)N2CCC(C(=O)N3CCN(c4ccccc4F)CC3)CC2)cc1 | -9% | -3% | 5%[57.1 µM] | 12% | -17% | -11% | 3% | 4 | 10%[57.1 µM] |
| CC(CN1CCOCC1)OC(=O)/C=C/c1ccccc1 (stereo not given) | 6% | 4% | 8%[57.1 µM] | 13% | 0% | 0% | 1% | -3 | 20%[11.4 µM] |
| CC(C)c1ccc(Nc2nc(N3CCOCC3)nc(N3CCOCC3)n2)cc1 | · | -5% | · | -2% | -19% | -1% | -5% | -4 | · |
| CCCCn1c(N)c(N(Cc2ccccc2OC)C(=O)C(C)Oc2cccc(Cl)c2)c(=O)[nH]c1=O (stereo not given) | · | -3% | · | -2% | -15% | -7% | -2% | -4 | · |
| N#CCCN(Cc1ccccc1)C(=O)c1nccnc1C(=O)O | -42% | -4% | 0% | -6% | -2% | 0% | -4% | -1 | 11% |
| CCCc1nc(SCc2cccnc2)c2c(=O)n(C)c(=O)n(C)c2n1 | -11% | -3% | 3%[57.1 µM] | 11% | -19% | -11% | -3% | -10 | 20%[57.1 µM] |
| CCc1nc2nc(C)cc(Nc3ccc(Br)cc3F)n2n1 | -12% | -2% | 5% | 9% | -2% | 2% | 0% | 3 | 7% |
| N/C(=N\OS(=O)(=O)c1ccccc1)c1cccnc1 | 4% | -4% | -7% | 4% | -5% | -3% | 2% | -2 | -11% |
| CC(C)C(OC(=O)c1ccc(Cl)nc1)C(=O)NC1CCCCC1 (stereo not given) | 14% | -7% | 6% | -11% | -17% | -3% | 3% | -6 | 17% |
| OCC1OC(c2ccc(OCc3ccccc3)cc2OCc2ccccc2)C(O)C1O (stereo not given) | · | -3% | · | -4% | -19% | -12% | 0% | 1 | · |
| C[C@@H]1CN([C@H](C)CO)C(=O)c2cc(C#CC3CC3)cnc2O[C@H]1CN(C)S(C)(=O)=O | · | 0% | · | -4% | -18% | 0% | -7% | -9 | · |
| O=C(Nc1cccnc1Cl)c1cccnc1Cl | -8% | -5% | -1% | 7% | -15% | 13% | 0% | -1 | 2% |
| CCC(CCC(=O)Nc1cccc(C(=O)O)c1)C(=O)O (stereo not given) | 15% | -10% | -1% | 13% | 3% | -6% | -1% | -7 | 2% |
| CCN(CC)c1c([N+](=O)[O-])c(=O)n(C)c2ccccc12 | -1% | 0% | 4%[57.1 µM] | 12% | -4% | -13% | -1% | -5 | 24% |
| COc1ccccc1/C=N/NC(=O)c1ccc(-c2ccccc2)cc1 | -20%[11.4 µM] | 0% | -4% | 8% | -30% | -6% | -13% | 2 | 7% |
| Nc1cc(-c2ccccc2)nn1Cc1ccc(Cl)cc1 | 10% | 6% | 3%[57.1 µM] | 3% | -21% | 1% | -10% | 5 | 3%[57.1 µM] |
| Cc1cc(Oc2ccccc2)nc(-c2ccccc2O)n1 | -6% | 2% | -13% | 8% | -17% | 2% | 1% | 2 | -12% |
| CC(C)CCNC(=O)CN(CCN1CCOCC1)C(=O)Cn1nnc(-c2ccc(F)cc2)n1 | -14% | -3% | 3% | 3% | -7% | -4% | -6% | 1 | 21% |
| CSCCC(NC(=O)c1ccc(Cl)cc1Cl)C(=O)NCC(c1cccs1)N(C)C (stereo not given) | 28% | -5% | 3% | -1% | -13% | -4% | 1% | -8 | 29% |
| O=C(COC(=O)Cc1ccc(F)cc1)NC1CCCCC1 | 11% | -4% | -7% | 7% | -19% | -11% | 0% | -3 | -2% |
| O=C(O)CCC(=O)c1cccc2ccccc12 | 10% | -3% | 85%[activator] | 2% | -7% | -7% | 0% | -3 | 33% |
| CCn1cc(/C=N/NC(=O)c2ccc(C#N)cc2F)c2ccccc21 | 10% | -3% | -2% | 31%[activator] | 3% | -6% | 0% | 2 | 9% |
| CC(NC(=O)c1noc2c1CCCC2)c1ccccc1 (stereo not given) | ? | -1% | 12% | -1% | -6% | -12% | -18% | 2 | 35%[activator] |
| COc1ccc(S(=O)(=O)c2cc(NS(=O)(=O)c3ccc(Cl)cc3)c(C)c(C)c2O)cc1 | -24% | 2% | 5%[11.4 µM] | -11% | -18% | -8% | -2% | 4 | 14% |
| Cc1ccc(N(C)S(=O)(=O)c2ccc(-c3cnc(C4CC4)o3)cc2)cc1 | 3%&-2% | -2%&-3% | -1% | -4%&3% | -11%&-13% | 3%&-5% | ? | -6&1 | 6% |
| CCc1csc(CCNC(=O)C2CCC(=O)N(Cc3cccc(C(F)(F)F)c3)C2)n1 (stereo not given) | -28% | 0% | -1% | 9% | -16% | -3% | 1% | -7 | 2% |
| Cc1ccc2oc(C(=O)NCc3ccccc3)cc(=O)c2c1 | -16%[56.9 µM] | 1% | 6% | 1% | -6% | 4% | -13% | 0&1 | 13% |
| O=C(COC(=O)c1ccc([N+](=O)[O-])o1)NCc1ccc2c(c1)OCO2 | 3% | -4% | -1% | -6% | ? | 2% | 3% | 2 | ? |
| C=CCN1C(=O)c2ccc(C(=O)N(C)CC(=O)Nc3ccc(Br)cc3C)cc2C1=O | -12% | -2% | -3%[57.1 µM] | 0% | -11% | -13% | 2% | -1 | 4%[57.1 µM] |
| CC(=O)CC(=O)Nc1ccn(-c2ccccc2)n1 | 23% | 4% | -6% | -1% | 11% | -30% | -1% | -7 | -26% |
| Cc1ccc2c(CC(=O)Nc3cc(C(F)(F)F)ccc3Cl)coc2c1C | -17% | -4% | -2% | 0% | -15% | -8% | 4% | 4 | 7% |
| COc1ccc(S(=O)(=O)N2CCC(NC(=O)OCc3c(Cl)cccc3Cl)CC2)cc1 | -2% | -2% | 24% | 0% | -20% | -1% | -1% | 0 | 32%[activator] |

Source: PubChem (National Center for Advancing Translational Sciences (NCATS))
